NPY-Y2 PAM-ag: human NPY-Y2 potentiation or agonism, primary screen | P49146 | cells expressing NPY-Y2, potentiator/agonist read-out | activation, % at 3.6 µM | hit rate 0.45% among 220,000; in the data active means activation above about 27%;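 further: cells stimulated with NPY near EC25 plus isoproterenol at EC100; 0% = vehicle plus submaximal agonist and 100% = vehicle plus saturating agonist; some results beyond the cut were filed as inactive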
NPY-Y1 PAM-ag: potentiators or agonists of human neuropeptide Y receptor Y1 | P25929 | NPY-Y1 expressing cells, potentiator/agonist activation | activation, % at 3.6 µM | hit rate 0.37% among 220,000 | AID 1304; in the data active means activation above about 33%, passing the limit was not always enough;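 further: cells stimulated with NPY at EC10 then isoproterenol at EC100; 0% = low agonist plus stimulus and 100% = saturating agonist plus stimulus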
Target sequence (P25929 whole entry, looked up): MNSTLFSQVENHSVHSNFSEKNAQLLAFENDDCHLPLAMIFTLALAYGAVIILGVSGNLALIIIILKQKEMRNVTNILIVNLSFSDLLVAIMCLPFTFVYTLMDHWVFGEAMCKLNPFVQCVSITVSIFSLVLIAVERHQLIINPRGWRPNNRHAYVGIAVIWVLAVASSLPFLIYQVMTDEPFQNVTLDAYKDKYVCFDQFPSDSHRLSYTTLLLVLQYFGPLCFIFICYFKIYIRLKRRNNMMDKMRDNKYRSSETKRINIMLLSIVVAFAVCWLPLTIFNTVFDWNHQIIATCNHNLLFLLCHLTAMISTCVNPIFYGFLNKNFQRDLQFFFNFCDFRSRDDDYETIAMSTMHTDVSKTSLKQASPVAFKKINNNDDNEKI
Ba/F3 V617F tox: reduce viability of Ba/F3 cells dependent on JAK2V617F; hit rate 1.1% among 220,000; Ba/F3 EpoR-JAK2V617F viability, ATP luminescence; AID 1446; inhibition, % at 5.6 µM;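 active means inhibition above the campaign mean plus 3 SD over all tested compounds, cut at about 24% in these data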;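 further: cytokine-independent growth of Ba/F3 cells driven by EpoR plus mutant JAK2; 0% = DMSO-treated cells and 100% = JAK inhibitor I control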
S1P4 antagonist: human S1P4 receptor antagonism. S1P4-expressing cells, antagonist mode, reporter read-out. inhibition, % at 4.98 µM. hit rate 0.26% among 220,000; in the data active means inhibition above about 29%;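 further: 0% = wells stimulated with agonist and 100% = vehicle wells without agonist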
p47phox inh: p47phox (human) inhibition; p47phox/p22phox peptide binding, fluorescence polarization, 2 h; AID 1274; P14598; inhibition, % at 24.7 µM; hit rate 0.53% among 220,000;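 active means inhibition above about 30%, limit read from the data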;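 further: 0% = p47phox with labelled peptide and 100% = labelled peptide alone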
Target sequence (P14598 whole entry, looked up): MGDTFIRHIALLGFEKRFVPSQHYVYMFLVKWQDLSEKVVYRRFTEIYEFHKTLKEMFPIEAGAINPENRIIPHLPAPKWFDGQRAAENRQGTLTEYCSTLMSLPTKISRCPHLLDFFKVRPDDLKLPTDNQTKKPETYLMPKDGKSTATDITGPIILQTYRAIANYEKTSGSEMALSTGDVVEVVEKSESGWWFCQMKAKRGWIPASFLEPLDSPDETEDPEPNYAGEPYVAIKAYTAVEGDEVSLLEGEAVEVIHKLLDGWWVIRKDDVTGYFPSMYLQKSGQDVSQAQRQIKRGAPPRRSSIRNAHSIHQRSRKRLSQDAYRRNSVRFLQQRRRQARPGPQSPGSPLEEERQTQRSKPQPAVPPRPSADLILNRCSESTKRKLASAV
BaF3 tox: parental Ba/F3 viability inhibition as JAK2V617F counter-screen | CellTiter-Glo ATP luminescence | inhibition, % at 5.6 µM | hit rate 1.1% among 220,000 | AID 1486;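 active means inhibition above a per-campaign cutoff, the mean inhibition of all tested compounds plus 3 SD, cut at about 27% in these data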;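 further: 0% = DMSO wells and 100% = JAK Inhibitor I control wells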
S1P4 agonist: agonists of human S1P4 receptor; hit rate 0.35% among 220,000; activation, % at 4.98 µM; O95977; S1P4-expressing cell line, agonist reporter assay; AID 1509; in the data active means activation above about 11%;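 further: 0% = DMSO vehicle and 100% = reference agonist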
CHOP inh: inhibitors of CHOP induction in ER stress response | hit rate 3.8% among 220,000 | inhibition, % at 10 µM | AID 2732 | CHO-K1 CHOP-promoter luciferase, tunicamycin-induced, 15-18 h;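 active means compounds that reduced the stress-induced luciferase reporter signal by more than about 70% of percent inhibition, limit read from the data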;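 further: 0% = tunicamycin plus vehicle and 100% = wells without tunicamycin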
NPY Y1 blocker: NPY-Y1 (human) receptor antagonism; P25929; HEK293-CNG Y1 cells, membrane potential fluorescence; NPY at EC95, then isoproterenol; inhibition, % at 3.6 µM; hit rate 1% among 200,000;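 active means inhibition above the campaign mean inhibition of all tested compounds plus 3 SD, cut at about 20% in these data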;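 further: 0% = DMSO wells given NPY plus isoproterenol and 100% = isoproterenol alone without NPY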
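Test system: HEK293 cells co-expressing NPY Y1 receptor and cyclic-nucleotide gated channel; Also added: NPY (25 nM), isoproterenol (1 µM), Ro 20-1724 (25 µM); Compound dosing: one concentration, 3.6 µM, in 0.4% DMSO; Timing: dye 3 h, compound 60 min room temperature, stimulation 45 min; Technique: Membrane-potential fluorescent dye readout.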
* hit, by the source's call; / = no result given. Random draw from the library; about 7.1% have a hit in one of these screens.

SMILES	NPY-Y2 PAM-ag	NPY-Y1 PAM-ag	Ba/F3 V617F tox	S1P4 antagonist	p47phox inh	BaF3 tox	S1P4 agonist	CHOP inh	NPY Y1 blocker
COCCN(C(=O)Cc1cccs1)C(C(=O)NCc1ccc(OC)cc1)c1ccccc1 (stereo not given)	-25	-32	7	7	0	12	-6.2	-30	10
O=C(NCCN1CCOCC1)c1cn(CCc2ccccc2)nn1	7	-3	1	-14	-25	2	-1.4	14	4
Cn1cc(Cl)c(C(=O)Nc2cnn(Cc3ccc(F)cc3)c2)n1	15	16	-6	-9	-10	-1	1.1	7	-4
CCOc1c(Cl)cc(C(=O)Nc2ccccc2C(=O)O)cc1Cl	-4	-6	25*	-14	-4	27*	0.9	-6	0
O=S(=O)(c1ccc(NC(=S)NCCc2ccccc2)cc1)N1CCOCC1	6	3	1	2	-8	8	-0.3	62	-4
COc1ccc(CCNC(=O)CC2Nc3ccccc3NC2=O)cc1OC (stereo not given)	-2	11	-1	3	-9	2	2.0	-6	7
Cc1ccc(SCCC(=O)N/N=C/c2ccccc2O)cc1	-21	-23	-1	-5	0	4	-1.9	47	4
N#Cc1ccsc1NC(=O)CN1CCOCC1	13	8	-4	10	-9	-2	0.1	6	/
CCOC(=O)c1ccc(NC(=O)Cn2nnc(-c3ccccc3C)n2)cc1	-22	-20	3	-13	-11	10	-1.5	54	12
Cc1c(NC(=O)Nc2ccc(Cl)cc2Cl)c(=O)n(-c2ccccc2)n1C	-2	-5	3	-20	4	-1	0.3	6	-1
CCSc1sccc1C1C(C#N)=C(N)N(c2cccnc2)C2=C1C(=O)CC(C)(C)C2 (stereo not given)	0	-2	3	-19	3	9	-0.5	15	14
Cc1ccc(C2CC(C(F)F)n3ncc(C(=O)Nc4c(C)nn(Cc5c(F)cccc5Cl)c4C)c3N2)cc1 (stereo not given)	2	-17	1	4	-14	4	1.2	69	2
O=C(/C=C/c1ccc([N+](=O)[O-])cc1)NCCOc1ccc(F)cc1	5	9	-3	-10	-11	1	-0.2	12	6
Cc1cccc(OCCOC(=O)Nc2ccccc2)c1	1	7	-3	-6	-3	1	-0.9	19	4
CCCN(CCC)C(=O)Nc1cc(Cl)ccc1OC	5	-7	-1	-23	-4	3	-2.6	1	/
COc1ccc(N(C)S(=O)(=O)c2cccc(C(=O)Nc3ccc4c(c3)OCCO4)c2)cc1	-10	-3	2	8	-16	8	0.9	25	5
O=C(OCC#CCSc1nc2ccccc2o1)c1ccco1	4	-18	-4	0	-7	0	0.1	33	-1
Cc1cc(N2CCN(C)CC2)nc2ccc(NC(=S)N3CCC4(CC3)OCCO4)cc12	-3	4	1	-4	-18	8	0.8	36	7
CCOc1ccc2[nH]c(O)c(NC(C)=O)c2c1	-9	-16	0	3	3	4	-1.1	-23	2
CCOc1ccc(N(CC(=O)O)S(=O)(=O)c2ccc(F)cc2)cc1	8	-4	-2	-1	-6	5	1.3	32	2
Cc1nn(CC(=O)N/N=C/c2ccc(F)cc2)c(C)c1[N+](=O)[O-]	-6	7	1	-3	-2	-1	-0.1	-4	/
CN1CCN(C(=O)C2=C[C@@H](c3ccc4c(c3)OCO4)C[C@@H](OCc3ccc(CO)cc3)O2)CC1	-18	-6	2	-2	-17	0	-0.3	9	5
Nc1nnc(SCCOc2ccccc2)s1	-24	0	3	-4	-26	6	-0.6	1	-4
C=CCN(CC=C)C(=O)c1ccc(OC2CCN(S(=O)(=O)N(C)C)CC2)cc1	-4	5	-2	5	1	3	2.6	48	2
CCn1c2ccccc2c2cnc(N=CN(C)C)c(C#N)c21	-3	-5	-4	-10	5	-4	0.1	35	1
Next results.
SMILES	NPY-Y2 PAM-ag	NPY-Y1 PAM-ag	Ba/F3 V617F tox	S1P4 antagonist	p47phox inh	BaF3 tox	S1P4 agonist	CHOP inh	NPY Y1 blocker
CCOc1cc(CNc2ccc3cn[nH]c3c2)ccc1OC	4	11	-3	-7	-2	3	-4.1	26	0
CC(=O)C1=C(O)C(=O)N(Cc2ccco2)C1c1ccccc1 (stereo not given)	9	11	2	-15	2	4	-0.3	41	-6
CC(C)(C)NC(=O)C(=O)NNC(=O)c1cccc([N+](=O)[O-])c1	-3	-7	0	0	-8	3	-0.5	-9	-1
Cc1cc(-n2c(C)cc(C(=O)CN3C(=O)NC4(CCCCCC4)C3=O)c2C)no1	17	-14	-2	-9	-16	1	-1.4	36	-6
O=C(Nc1ccc(Oc2ncnc3cc(Cl)ccc23)nc1)c1ccc(F)cc1	18	19	-5	-4	-17	-2	-0.5	-2	/
CN(CCOCCOc1ccc(Cl)cc1Br)Cc1ccccc1	-18	-1	-1	-2	-3	0	-0.1	-27	7
CN(C)S(=O)(=O)N1CCN(C(=O)N2CCCCCC2)CC1	3	-6	-3	1	-20	-1	-3.0	-26	0
c1coc(CNCc2cccs2)c1	-1	-16	3	6	-9	1	1.9	8	1
CC(C)(ONC(=O)Nc1ccccc1Cl)C(=O)O	-2	-8	-7	-3	6	1	-0.5	8	/
Cc1ccc2oc(=O)n(CCCOc3ccccc3C)c2c1	-7	-28	-1	10	-7	3	5.9	82*	17
CC(C)OC(=O)CC(=O)CSc1nc2c(cc1C#N)CCCC2	10	-4	-4	-2	-43	4	-0.3	80*	4
CCCn1c(SCC(=O)Nc2cc(Cl)ccc2Cl)n[nH]c1=O	-7	2	1	1	-5	10	-0.3	16	2
CN=C(Nc1ccc(C(=O)OC)s1)c1ccc(Cl)cc1	3	8	-2	-11	-8	-1	-0.9	7	-1
Cc1nn(Cc2cccc(C(=O)Nc3ccn(Cc4c(F)c(F)cc(F)c4F)n3)c2)c(C)c1[N+](=O)[O-]	4	-5	-2	-2	-14	2	-1.8	29	8
N#CC1=C(Nc2ccc(Br)cc2)CCC1	11	4	0	-5	-5	-1	0.5	44	2
O=C(Nc1ccccc1C(=O)N1CCOCC1)C1COc2ccccc2O1 (stereo not given)	-12	-30	3	5	-13	1	1.0	12	2
CCCNc1nc(N2CCCC2)nc(N2CCCC2)n1	8	-1	1	6	-18	3	0.8	6	30*
Cc1ccnc(NC(=O)c2cc(S(=O)(=O)N3CCCCC3)ccc2Cl)c1	5	12	-2	-3	-7	5	1.1	45	-4
COc1ccc(C2=NOC3(CC(=O)N(c4ccc(Cl)cc4)C3=O)C2)c(OC)c1 (stereo not given)	-2	9	-2	-7	-20	1	1.0	-19	11
CCCCC(CC)CNC(=O)CN(C)S(=O)(=O)c1cccc2nsnc12 (stereo not given)	2	-3	-6	2	-20	3	-1.6	24	2
COc1ccc(NC(=S)Nn2cnnc2)cc1OC	3	-5	-5	-15	3	3	0.5	7	-1
NCCNc1ccc([N+](=O)[O-])c(NC2CC2)c1	4	-34	-2	-8	-4	3	3.5	-16	2
CCN(CCNC(=O)CC1Oc2ccccc2NC1=O)c1ccccc1 (stereo not given)	8	0	7	9	-8	9	-5.1	14	3
COc1cccc(CNC(=O)CCl)c1	-7	-14	-3	-14	1	2	2.6	-2	0
CC(C)(C)c1cc(C(=O)NCc2ccco2)ccn1	-7	-9	7	-10	-12	6	-2.1	22	12
Later entries.
SMILES	NPY-Y2 PAM-ag	NPY-Y1 PAM-ag	Ba/F3 V617F tox	S1P4 antagonist	p47phox inh	BaF3 tox	S1P4 agonist	CHOP inh	NPY Y1 blocker
Cc1nn(CC(=O)Nc2ccc(C(=O)N3CCCC3)cc2)c(=O)c2ccccc12	-5	8	3	0	-9	11	0.0	-3	-4
Nc1nc(NCCN2CCOCC2)nc(NCc2ccccc2)c1[N+](=O)[O-]	16	11	-2	16	8	-1	-1.2	0	/
O=C(NC1CCCCC1)C(c1ccco1)N(C(=O)C(F)(F)F)C1CC1 (stereo not given)	-14	-18	2	-8	5	2	1.0	32	-2
COc1cccc(NC(=S)N2CCCN(Cc3ccc(F)cc3)C2)c1	4	-16	4	-5	-8	4	0.3	4	3
CN(C)CCCNC(=O)c1cc(C(=O)Cc2ccccc2)c[nH]1	0	-7	-2	-12	-6	2	-0.2	-5	0
CC12CCC(C(=O)NCc3ccc4c(c3)OCO4)(OC1=O)C2(C)C (stereo not given)	13	12	-5	-11	-21	0	2.3	11	4
CS(=O)(=O)N(CC(=O)N1CCCCC1)c1cccc(F)c1	6	19	2	-5	3	-1	-1.0	29	0
COC(=O)c1ccccc1Nc1ccccc1	9	10	-2	-2	-4	6	-0.4	60	3
CCOc1ccc2c(c1)c1nnc(SCC(=O)N3CCC(C)CC3)nc1n2C	0	-3	0	-5	-12	2	-0.5	39	4
COc1ccc(C2CC3(O)NC(=O)C(C#N)(C3C)C2(C#N)C#N)cc1 (stereo not given)	-12	14	2	17	1	0	2.0	-2	/
O=C(Nc1c(-c2ccccc2)nc2sccn12)c1ccccc1	0	0	-4	-25	-9	2	1.4	20	-3
CCC(=O)N(CCc1ccccc1C)Cc1cc2cc3c(cc2[nH]c1=O)OCO3	8	8	0	-1	-5	3	-2.2	19	-1
O=C(O)COc1ccccc1/C=N/NC(=O)Cc1csc(Nc2cccc(C(F)(F)F)c2)n1	-6	-18	3	-9	-1	5	0.6	12	7
CCC(C)c1ccc(OCCCCN2CCOCC2)cc1 (stereo not given)	-14	-12	0	-13	-4	3	-2.6	41	3
CC(C)n1cc(/C=N/NC(=O)COc2cccc3cccnc23)c2ccccc21	-2	-34	-2	-23	46*	4	1.5	25	-2

11 structures from above, ordered by length of the SMILES, ascending:
SMILES	NPY-Y2 PAM-ag	NPY-Y1 PAM-ag	Ba/F3 V617F tox	S1P4 antagonist	p47phox inh	BaF3 tox	S1P4 agonist	CHOP inh	NPY Y1 blocker
COC(=O)c1ccccc1Nc1ccccc1	9	10	-2	-2	-4	6	-0.4	60	3
CCC(C)c1ccc(OCCCCN2CCOCC2)cc1 (stereo not given)	-14	-12	0	-13	-4	3	-2.6	41	3
O=C(Nc1c(-c2ccccc2)nc2sccn12)c1ccccc1	0	0	-4	-25	-9	2	1.4	20	-3
CS(=O)(=O)N(CC(=O)N1CCCCC1)c1cccc(F)c1	6	19	2	-5	3	-1	-1.0	29	0
CN(C)CCCNC(=O)c1cc(C(=O)Cc2ccccc2)c[nH]1	0	-7	-2	-12	-6	2	-0.2	-5	0
CC12CCC(C(=O)NCc3ccc4c(c3)OCO4)(OC1=O)C2(C)C (stereo not given)	13	12	-5	-11	-21	0	2.3	11	4
O=C(NC1CCCCC1)C(c1ccco1)N(C(=O)C(F)(F)F)C1CC1 (stereo not given)	-14	-18	2	-8	5	2	1.0	32	-2
Nc1nc(NCCN2CCOCC2)nc(NCc2ccccc2)c1[N+](=O)[O-]	16	11	-2	16	8	-1	-1.2	0	/
CC(C)n1cc(/C=N/NC(=O)COc2cccc3cccnc23)c2ccccc21	-2	-34	-2	-23	46*	4	1.5	25	-2
CCC(=O)N(CCc1ccccc1C)Cc1cc2cc3c(cc2[nH]c1=O)OCO3	8	8	0	-1	-5	3	-2.2	19	-1
O=C(O)COc1ccccc1/C=N/NC(=O)Cc1csc(Nc2cccc(C(F)(F)F)c2)n1	-6	-18	3	-9	-1	5	0.6	12	7
